Assay outcomes as filed in PubChem.
MOR-DOR ag = OPRM1-OPRD1 heterodimerization agonism | cells, luminescence | P35372+P41143 | 0.3% of 340,000 active | AID 504326 | activation, % at 9.3 µM; in the data active means activation above about 18%;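 further: 0% = vehicle-treated cells and 100% = reference agonist; values of inactives mirror those of a sister screen read the other way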
CAL-PDZ inh HTS = blocks peptide binding to the human CAL PDZ domain. purified CAL PDZ, TMR-peptide fluorescence polarization, 1 h. inhibition, % at 24.9 µM. 0.92% of 300,000 active. AID 602252;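 active means mean inhibition of at least 30% with at least half of replicates also reaching 30%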;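 further: 0% = DMSO neutral control and 100% = excess unlabeled competitor peptide PRC23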
HTR5A ag = activates human HTR5A in OPRM1-OPRD1 agonist counter-screen; 0.61% of 340,000 active; P47898; activation, % at 9.3 µM; HTR5A agonist assay, luminescence, cell-based; in the data active means activation mostly above about 9.5%, no sharp cut-off; inactive means mostly below about 7.6%;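 further: 0% = cells with vehicle only and 100% = reference agonist; strong numbers were not always called active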
Target sequence (P47898 whole entry, looked up): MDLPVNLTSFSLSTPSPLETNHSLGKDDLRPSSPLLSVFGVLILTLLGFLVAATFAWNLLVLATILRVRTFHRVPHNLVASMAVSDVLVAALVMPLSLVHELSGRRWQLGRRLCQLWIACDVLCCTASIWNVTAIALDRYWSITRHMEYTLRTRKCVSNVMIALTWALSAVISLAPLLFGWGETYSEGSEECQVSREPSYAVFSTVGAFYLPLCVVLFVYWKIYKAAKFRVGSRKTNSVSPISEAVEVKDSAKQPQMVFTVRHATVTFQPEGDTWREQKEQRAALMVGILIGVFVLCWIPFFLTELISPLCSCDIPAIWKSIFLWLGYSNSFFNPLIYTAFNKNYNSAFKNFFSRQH
C-LANA FP = KSHV C-LANA DNA binding inhibition | MBP-C-LANA/FAM-LBS DNA binding, fluorescence polarization | inhibition, % at 9 µM | 0.078% of 340,000 active | AID 504423;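 active means highest replicate inhibition at or above 60% at 9 µM, even if other replicates fall short; inactive means all replicates below 60% inhibition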;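 further: 0% = neutral control wells and 100% = 4 µM acridine orange control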
MOR-DOR inv ag = inverse agonist of human OPRM1-OPRD1 heterodimerization; AID 504357; inhibition, % at 9.3 µM; P35372+P41143; 0.21% of 340,000 active; cell-based MOR-DOR heterodimer luminescence, inverse agonism; in the data active means inhibition above about 22%, passing the limit was not always enough;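 further: 0% = cells with DMSO and 100% = wells without cells with DMSO; values of inactives mirror those of a sister screen read the other way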
HTR5A inv ag = inverse agonist of human HTR5A in OPRM1-OPRD1 counter-screen | AID 504634 | HTR5A cell line, luminescence, inverse agonism | inhibition, % at 9.3 µM | P47898 | 0.083% of 340,000 active; in the data active means inhibition mostly above about 23%, no sharp cut-off; inactive means mostly below about 18%;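 further: 0% = cells with DMSO and 100% = no-cell wells with DMSO; some compounds called inactive have numbers as strong as hits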
Cardiac RTF inh = cardiac RTF calcium desensitization; AID 493244; P19429+P45379; IANBD-labeled cardiac RTF, Ca2+ fluorescence; 0.12% of 340,000 active; inhibition, % at 7.15 µM;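 active means inhibition above the mean inhibition of all tested compounds plus 3 SD, cut at about 17% in these data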;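 further: assay run at fixed EC70 calcium of 1.6 mM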
Keap1-Nrf2 PPI = Keap1-Nrf2 (human) interaction inhibition; inhibition, % at 9.4 µM; Q14145; 0.15% of 340,000 active; Keap1 Kelch-Nrf2 peptide fluorescence polarization, 1536-well; in the data active means inhibition above about 12%;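 further: human Keap1 Kelch domain with fluorescein labeled Nrf2 9mer peptide probe; 0% = neutral control wells and 100% = peptide positive control; higher means more block of Keap1 binding to Nrf2 peptide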
Target sequence (Q14145 whole entry, looked up, the tested form may be a part): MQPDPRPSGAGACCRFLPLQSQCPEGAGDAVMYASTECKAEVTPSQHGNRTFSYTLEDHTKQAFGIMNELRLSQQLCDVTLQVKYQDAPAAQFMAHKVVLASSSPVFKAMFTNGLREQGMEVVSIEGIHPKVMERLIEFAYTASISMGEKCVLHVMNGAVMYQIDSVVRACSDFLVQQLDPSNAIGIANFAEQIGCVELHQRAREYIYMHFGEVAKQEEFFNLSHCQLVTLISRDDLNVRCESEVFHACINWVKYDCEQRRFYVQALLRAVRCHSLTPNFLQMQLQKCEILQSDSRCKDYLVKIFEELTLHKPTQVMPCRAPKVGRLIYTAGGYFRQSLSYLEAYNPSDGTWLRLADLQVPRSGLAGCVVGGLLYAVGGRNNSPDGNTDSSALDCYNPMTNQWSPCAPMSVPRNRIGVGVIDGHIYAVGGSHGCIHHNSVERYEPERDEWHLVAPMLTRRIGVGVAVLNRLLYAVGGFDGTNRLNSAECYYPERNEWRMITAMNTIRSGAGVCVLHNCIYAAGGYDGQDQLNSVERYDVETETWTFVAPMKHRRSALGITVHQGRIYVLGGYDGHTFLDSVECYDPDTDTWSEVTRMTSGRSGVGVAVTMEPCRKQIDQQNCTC
cardiac RTF act = increases calcium sensitivity of human cardiac regulated thin filaments; IANBD-labeled TnC RTF fluorescence at EC20 calcium; 0% EC20 calcium, 100% full calcium; activation, % at 7.2 µM; 0.24% of 340,000 active; AID 493008;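 active means activation above the mean over all tested compounds plus 3 SD, cut at about 30% in these data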;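 further: rise in fluorescence read as greater calcium sensitivity of cardiac thin filaments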
V-ATPase pH = yeast V-ATPase proton transport regulation by pHLuorin; S. cerevisiae, pHLuorin cytosolic pH fluorescence; response, % at 10 µM; 0.37% of 350,000 active; AID 504577; in the data active means response mostly above about 7.3%, no sharp cut-off; inactive means mostly below about 5.4%; further: actives read high; inactives centre near 0; some compounds called inactive have numbers as strong as hits; reference of the scale not given here
Numbers without * were called inactive; · = not tested or not shown. This is a random part of the collection. About 2.8% of those tested had a hit in this group.

Every second line gives: MOR-DOR ag	CAL-PDZ inh HTS	HTR5A ag	C-LANA FP	MOR-DOR inv ag	HTR5A inv ag	Cardiac RTF inh	Keap1-Nrf2 PPI	cardiac RTF act	V-ATPase pH
- CCOC(=O)Cc1csc(SC(C)C(=O)NCC(=O)Nc2ccc(F)c(F)c2F)n1 (configuration not stated)
    1.6	7	-1	-0.7	-9	2	-5	0	5	-5
- O=C(CSc1nnc2scc(-c3ccccc3)n12)N1CCN(Cc2ccccc2)CC1
    -0.8	-4	-2	0.7	4	-12	-1	-1	0	-3
- N#CC1=C(N)N(c2ccccc2)C(=O)C1
    -2.2	2	2	-0.1	11	-5	-3	1	1	0
- C=CCNC(=S)NCC=C
    -2.4	-3	-3	-0.7	12	10	-2	1	1	6
- O=C1/C(=C/N(C(=O)c2ccco2)c2ccc(Br)cc2)Sc2ccccc21
    4.2	-2	6	-1.3	-21	-8	-29	-3	-10	0
- CN(CC(=O)Nc1cccc([N+](=O)[O-])c1)S(=O)(=O)c1ccccc1
    -0.9	1	-5	0.8	5	15	-16	-1	8	5
- Cc1cccc(N=C2NN=C(c3c[nH]c4ccccc34)CS2)c1
    -1.8	1	1	-2.2	11	5	-12	-3	0	1
- O=C(CSc1nc(Nc2ccccc2)nc(N2CCOCC2)n1)Nc1cc(Cl)ccc1O
    8.1	3	5	0.5	-43	-17	-1	-9	4	-2
- CN(C)c1ccc(C(C(=O)NCc2ccccc2)N(Cc2cccnc2)C(=O)c2snc(C(N)=O)c2N)cc1 (configuration not stated)
    0.2	5	-1	-0.6	-1	2	-6	0	12	-2
- Cc1ccc(OCC(=O)NC(=S)Nc2ccc(Br)cn2)cc1
    -2.4	-6	-2	0.2	12	-4	-8	0	7	4
- COc1ccc(NC(=O)CN(C)C(=O)c2cccc(S(=O)(=O)N3CCN(c4ccc(F)cc4)CC3)c2)cc1
    -1.7	-4	-1	-0.7	7	3	3	3	2	-1
- COc1cc(C(=O)OCC(=O)Nc2ccc(N3CCOCC3)cc2)ccc1OCC(C)C
    0.3	-2	-5	0.1	-2	12	-24	-2	-21	1
- C=CCn1c(N)c(C(=O)OC(C)CC)c2nc3ccccc3nc21 (configuration not stated)
    -2.2	-2	0	1.1	12	-33	2	1	0	3
- Cc1cc(C)n2nc(SCCC(=O)NCc3ccccc3)nc2n1
    -2.0	0	-2	0.1	10	5	1	-4	0	0
- CCOC(=O)c1c(C)[nH]c(C)c1S(=O)(=O)NCC(=O)Nc1ccccn1
    -0.8	2	3	1.1	4	-1	-3	-3	0	4
- O=C(COC(=O)c1ccc(Cl)s1)c1cc2ccccc2o1
    -7.4	1	-5	0.4	34	8	-6	-5	7	0
- CC(=O)Nc1ccc(SCC(=O)Nc2cc(C)on2)cc1
    -2.0	1	-2	-1.0	10	4	-1	-2	2	-1
- Cc1cc([N+](=O)[O-])ccc1NC(=O)c1ccco1
    -1.2	-4	-2	0.3	9	6	-23	-3	-4	0
- O=C(N/N=C/c1ccc(Cl)cc1Cl)c1n[nH]c2c1CCCC2
    1.7	-4	3	-1.4	-10	-3	-2	-2	0	1
- O=C(CSc1nn(-c2ccccc2)c(=S)s1)NC(=O)NCc1ccco1
    2.1	-1	5	0.0	-11	-21	-2	2	-1	0
- CC1CC(C)CN(CCCNC(=O)Cc2c(C(=O)O)[nH]c3ccccc23)C1 (configuration not stated)
    -2.1	-2	-1	1.5	11	2	-5	-3	-3	0
- O=C1c2cccnc2-c2ncccc21
    -1.8	-4	4	-0.8	10	-10	4	0	9	-1
- COC(=O)CNC(=O)CSc1nc2c(sc(=S)n2-c2ccccc2)c(=O)[nH]1
    -2.4	-5	1	1.2	11	-4	-8	5	0	1
- O=C1OC(Nc2ccc(F)cc2F)c2ccccc21 (configuration not stated)
    -1.6	·	-2	-1.4	9	9	-3	0	-4	-3
- Cc1ccc(S(=O)(=O)NCCC(=O)N2CC(C)OC(C)C2)cc1 (configuration not stated)
    -2.2	-5	-3	0.7	12	1	-1	0	-1	-3
- O=C(NCc1ccco1)C1Cc2ccccc2CN1C(=O)c1ccco1 (configuration not stated)
    1.8	1	4	2.5	-10	-11	-6	-9	19	1
- CCOC(=O)c1cnc(-c2ccccc2O)nc1Cl
    -4.1	7	0	4.7	19	1	-55	3	0	-3
- COCC1CCN(C(=O)CCc2nnc(C3(c4ccc(Cl)cc4)CCC3)o2)CC1
    0.9	-1	5	0.0	-5	-13	-2	2	-6	-2
- COc1cc(C(=O)N2CCN(C(=O)c3ccccc3)CC2)cc(OC)c1OC
    -1.8	7	-3	0.0	10	1	-29	0	2	-1
- CCOC(=O)CSC1=N/C(=C\c2cc(OC)c(OC)c(OC)c2)C(=O)N1C
    -1.7	0	3	2.5	9	7	-9	-3	-4	-2

Entries of single compounds, looked up by structure.
CCOC(=O)CSC1=N/C(=C\c2cc(OC)c(OC)c(OC)c2)C(=O)N1C reads MOR-DOR ag: -1.7; CAL-PDZ inh HTS: 0; HTR5A ag: 3; C-LANA FP: 2.5; MOR-DOR inv ag: 9; HTR5A inv ag: 7; Cardiac RTF inh: -9; Keap1-Nrf2 PPI: -3; cardiac RTF act: -4; V-ATPase pH: -2
COC(=O)CNC(=O)CSc1nc2c(sc(=S)n2-c2ccccc2)c(=O)[nH]1 reads MOR-DOR ag: -2.4; CAL-PDZ inh HTS: -5; HTR5A ag: 1; C-LANA FP: 1.2; MOR-DOR inv ag: 11; HTR5A inv ag: -4; Cardiac RTF inh: -8; Keap1-Nrf2 PPI: 5; cardiac RTF act: 0; V-ATPase pH: 1

The main list resumes, starting 3 compounds before the break.
Every second line gives: MOR-DOR ag	CAL-PDZ inh HTS	HTR5A ag	C-LANA FP	MOR-DOR inv ag	HTR5A inv ag	Cardiac RTF inh	Keap1-Nrf2 PPI	cardiac RTF act	V-ATPase pH
- COCC1CCN(C(=O)CCc2nnc(C3(c4ccc(Cl)cc4)CCC3)o2)CC1
    0.9	-1	5	0.0	-5	-13	-2	2	-6	-2
- COc1cc(C(=O)N2CCN(C(=O)c3ccccc3)CC2)cc(OC)c1OC
    -1.8	7	-3	0.0	10	1	-29	0	2	-1
- CCOC(=O)CSC1=N/C(=C\c2cc(OC)c(OC)c(OC)c2)C(=O)N1C
    -1.7	0	3	2.5	9	7	-9	-3	-4	-2
- CCOC(=O)C1=CN(Cc2ccco2)S(=O)(=O)N(C)C1CC (configuration not stated)
    -2.1	-5	-3	-1.4	11	9	-6	2	2	3
- CN(c1ccccc1)S(=O)(=O)c1cc(C(=O)Nc2nc3ccccc3[nH]2)ccc1Cl
    1.9	-6	13	0.2	-10	-2	-11	4	4	-4
- C=CCNc1nc(C2(C)CC3(CC(C)(C)OC3=O)C(=O)O2)cs1 (configuration not stated)
    -2.0	2	9	0.8	10	-22	-5	0	1	-1
- CC(C)Oc1ccc(S(=O)(=O)N2CCCCC2)cc1NC(=O)CN1C(=O)NC2(CCCC2)C1=O
    0.7	3	5	-0.1	-4	-14	-6	2	-10	1
- CC/S(=N\S(=O)(=O)c1ccc(C)cc1)c1ccccc1 (configuration not stated)
    -2.9	-7	2	0.8	14	-13	-1	4	3	-2
- CC(Nc1nc(-c2ccc(F)cc2)cs1)c1nc2cc(Cl)c(N3CCCCC3)cc2n1CCOCCO (configuration not stated)
    3.0	-3	-2	-2.8	-17	4	-4	-4	3	-3
- CSc1nc(N)c2c3c(sc2n1)COC(C(C)C)C3 (configuration not stated)
    -0.9	-7	3	0.8	5	-5	7	3	-4	4
- CCOC(=O)c1cc(C(=O)NCc2ccc(Cl)cc2Cl)nn1C
    -0.9	-1	1	1.6	5	27	6	-2	6	0
- O=C(Nc1ccn(Cc2ccccc2F)n1)c1ccc(COc2cc(Cl)ccc2Cl)o1
    -1.4	-2	4	-0.5	8	-12	1	3	0	-3
- COc1ccc(C(=O)NC(C(=O)NCCc2ccc3c(c2)OCCO3)C(C)C)cc1 (configuration not stated)
    -1.2	-10	4	-1.1	6	-7	-1	-3	4	-3
- CCOc1ccc(NC(=O)NNC(=O)c2ccc3ccccc3c2O)cc1
    0.5	-3	1	-0.3	-3	11	3	7	-6	1
- CC1CCN(c2oc(-c3ccccc3Cl)nc2C#N)CC1
    5.6	18	7	0.3	-26	-14	-4	-3	-2	-5
- Cc1ccc(OCC(=O)NC2CCS(=O)(=O)C2)cc1 (configuration not stated)
    -2.3	-3	-2	1.9	13	2	-2	4	9	-2
- CCOc1ccc(S(=O)(=O)N2CCc3ccccc3C2)cc1
    2.8	-2	3	0.2	-16	-15	2	4	-7	6
- O=C(Cc1ccccc1)NCC1COc2ccccc2O1 (configuration not stated)
    -0.7	-1	2	-2.4	4	18	3	1	-5	5
- Cc1cc(N2C(=O)C(O)=C(C(=O)c3cc4ccccc4o3)C2c2cccs2)no1 (configuration not stated)
    -1.0	-3	2	2.7	5	-9	-10	-4	2	2
- CCC(C)c1ccc(O)c(N)c1 (configuration not stated)
    0.5	·	1	-0.4	-2	4	-4	-2	-3	-2
- Nc1ccccc1-c1nc2ccccc2c(=O)o1
    -2.4	-3	-1	-0.4	11	2	-1	-1	-2	2
- Cc1ccc(N2C(=O)CC(c3ccsc3)C3=C2CC(C)(C)CC3=O)cc1 (configuration not stated)
    -0.1	-3	-3	0.8	1	9	-5	-1	8	-3
- O=C(O)c1ccc(NCc2cccs2)cc1
    -1.0	20	8	-0.8	5	-29	-3	-8	-2	0
- O=C1NCCCC1C(=O)N/N=C/c1ccccc1[N+](=O)[O-] (configuration not stated)
    -2.7	-3	-1	0.0	14	-18	3	5	-3	-1
- Cc1ccc(N2CCCn3c2cc(C)c(C#N)c3=O)cc1C
    1.0	-4	1	-0.1	-5	-2	2	-1	-1	2
- O=C(NC(=S)N1CCN(c2ccc([N+](=O)[O-])cc2Cl)CC1)c1ccco1
    0.4	2	-1	1.6	-2	6	-5	0	-2	0
- CCOc1ccc(OCCC(=O)N(CC)CC(=O)NCc2cccs2)cc1
    -4.0	·	-3	-0.8	16	-17	-2	-4	2	2
- COc1ccc(/C=C/CN2CCC(n3nccc3NC(=O)C3CC3)CC2)cc1
    -1.3	-2	0	-0.6	7	19	2	-6	-8	4
